Assay outcomes from PubChem BioAssay.
CHT inh: inhibitors of human choline transporter CHT | CHT-expressing cells, membrane potential dye, choline response; stronger effect = lower value | hit rate 0.86% among 310,000 | B-score at 10 µM | AID 488975, 2010 | High affinity choline transporter 1 (Homo sapiens), Q9GZV3;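 active = B-score over 3 SD under the library average, and starting fluorescence ratio not unusually high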;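 note: choline stimulus applied at its EC90 after an EC20 pre-addition; B-score computed on integrated fluorescence ratio after choline addition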
Target sequence (Q9GZV3 whole entry, looked up): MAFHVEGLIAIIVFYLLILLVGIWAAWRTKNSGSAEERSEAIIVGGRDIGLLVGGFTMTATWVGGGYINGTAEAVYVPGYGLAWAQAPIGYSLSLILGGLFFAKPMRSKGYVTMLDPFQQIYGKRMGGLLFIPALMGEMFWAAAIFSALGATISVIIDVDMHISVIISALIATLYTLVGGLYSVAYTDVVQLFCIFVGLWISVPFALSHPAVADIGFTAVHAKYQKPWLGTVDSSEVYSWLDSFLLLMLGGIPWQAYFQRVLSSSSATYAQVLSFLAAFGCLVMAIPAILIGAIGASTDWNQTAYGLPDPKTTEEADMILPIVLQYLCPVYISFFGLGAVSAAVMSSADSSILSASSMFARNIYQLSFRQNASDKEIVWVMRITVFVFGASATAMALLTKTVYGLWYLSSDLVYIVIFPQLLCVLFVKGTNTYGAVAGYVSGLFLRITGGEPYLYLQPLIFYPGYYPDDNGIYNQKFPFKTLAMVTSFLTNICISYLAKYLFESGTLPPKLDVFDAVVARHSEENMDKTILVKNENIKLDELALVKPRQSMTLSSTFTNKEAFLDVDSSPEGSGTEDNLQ
Kir21 block: inhibitors of mouse Kir2.1 inward-rectifier potassium channel; HEK293-Kir2.1, FluxOR thallium flux fluorescence; stronger effect = lower value; B-score at 10 µM; hit rate 0.85% among 310,000;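 active = fluorescence ratio B-score at or below minus 3 SD of library scores, with starting-brightness B-score within 2 SD, cut at about -4.2 in these data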;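 note: channel flux triggered by added potassium and thallium sulfate stimulus; B-score of peak minus minimum fluorescence over baseline after thallium stimulus; more negative B-score means stronger Kir2.1 block with less thallium influx; some compounds called inactive have numbers as strong as hits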
Target sequence (P35561 whole entry, looked up): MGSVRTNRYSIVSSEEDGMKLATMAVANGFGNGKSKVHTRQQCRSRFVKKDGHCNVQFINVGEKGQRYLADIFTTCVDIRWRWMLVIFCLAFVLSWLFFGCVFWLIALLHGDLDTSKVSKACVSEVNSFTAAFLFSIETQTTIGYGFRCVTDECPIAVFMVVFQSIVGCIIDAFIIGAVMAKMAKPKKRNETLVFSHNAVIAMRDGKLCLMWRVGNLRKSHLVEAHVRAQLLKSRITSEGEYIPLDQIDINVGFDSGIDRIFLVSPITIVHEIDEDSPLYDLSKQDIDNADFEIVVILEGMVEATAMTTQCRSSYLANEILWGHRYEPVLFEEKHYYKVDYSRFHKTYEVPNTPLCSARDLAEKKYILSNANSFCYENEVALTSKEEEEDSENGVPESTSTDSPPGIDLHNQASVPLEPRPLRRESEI
Starred values were filed as active, the others as inactive; i = inactive; · = not tested or not shown.

Value order: CHT inh, Kir21 block
CCOc1ccc(OCCSc2nc3ccccc3c(=O)[nH]2)cc1
  i, -0.83
O=[N+]([O-])c1cc(S(=O)(=O)C(F)(F)F)ccc1Sc1nc2ccccc2[nH]1
  i, -0.91
CC(=O)c1ccc(NC(=O)CSc2ccc(-c3ccc4c(c3)OCO4)nn2)cc1
  i, 1.2
O=C(Nc1ccccc1C(=O)N1CCCCCC1)c1ccccc1Cl
  i, -2.1
COC(=O)Cc1ccc(NC(=S)N2CCN(c3ccc(OC)cc3)CC2)cc1
  i, -0.98
C=CCn1c(SCC(=O)NCc2ccc3c(c2)OCO3)nnc1C1CCCCC1
  i, -3.1
Cc1cc(C)c(NC(=O)c2cn3c4c(c(N5CCN(C)CC5)c(F)cc4c2=O)OCC3C)c(C)c1 (stereo not given)
  i, 0.14
CN1CCN(c2cc3c(cc2F)c(=O)c(C(=O)O)cn3CCF)CC1
  i, 0.1
CCOc1cc(/C=N/O)ccc1OCc1ccc(C)cc1
  i, 0.01
CCc1cccc(N(C(=O)c2csnn2)C(C(=O)NC(C)(C)C)c2ccncc2)c1 (stereo not given)
  i, 0.89
COc1ccc(C(=S)Nc2ccc(N(C)C)cc2)cc1
  i, 1
O=C(NCCCN1CCN(c2ccccc2)CC1)Nc1ccccc1C(F)(F)F
  i, -1.4
CCc1cccc(C)c1NC(=O)CNCc1ccccc1
  i, -1.9
Cc1cccc(C(=O)Nc2cccc(-c3ccc4nncn4n3)c2)c1
  i, -0.14
CCC(C(=O)NC(CC(=O)O)c1ccc(Cl)cc1)c1ccccc1 (stereo not given)
  i, 0.53
CN1CCNC(=O)C1CC(=O)NCCc1ccccc1F (stereo not given)
  i, -0.1
CCCn1c(NCc2ccc(C)o2)nc2ccccc21
  i, -0.01
Cc1ccc(-c2nc(CS(=O)CC(=O)NCCCN3CC(C)CC(C)C3)c(C)o2)cc1 (stereo not given)
  i, -0.92
CCOc1nc(N2CCCCC2)nc(-n2cc(-c3ccccc3)nn2)n1
  i, 0.75
COc1c(F)c(F)c(-c2csc(N)n2)c(F)c1F
  i, 0.83
CN(C)S(=O)(=O)c1ccc(-c2cn3ccccc3n2)cc1
  i, 0.01
COC(=O)CN1C(=O)C(O)(CC(=O)c2ccc(Br)cc2)c2ccccc21 (stereo not given)
  i, -0.01
COc1ccc(-c2noc(CN(C(=O)c3ccc4c(c3)OCO4)C(C)C)n2)cc1OC
  i, 0.81
Cc1[nH]n(-c2ccccc2)c(=O)c1N=Nc1c(Cl)cccc1Cl
  i, -0.86
CCc1nnc(NC(=O)CCC(=O)O)s1
  i, -2.7
O=C(NCc1cccc2[nH]ccc12)C1CCC(=O)N(CCc2ccccc2)C1 (stereo not given)
  i, 0.73
COc1ccc(C(=O)NCCn2cc(SCC(=O)N3CCOCC3)c3ccccc32)cc1
  i, -1.2
CCn1c(-c2cc(Br)cc(OC)c2O)nc2cc(S(=O)(=O)N(C)C)ccc21
  i, -0.03
COc1cccc(-c2nc(N3CCC(C)CC3)c3ccccc3n2)c1O
  i, 2
Cn1c(=N)n(CC(=O)c2ccc(F)cc2)c2ccccc21
  i, -0.59
CCCCc1nc2sc3c(=O)[nH]cnc3c2c2c1CCCC2
  i, -0.47
O=C(NCc1ccco1)C(C(=O)c1ccccc1)n1ccccc1=O (stereo not given)
  i, -0.91
Cc1ccc(S(=O)(=O)CCC(=O)OCC(=O)Nc2cc(S(=O)(=O)N3CCOCC3)ccc2C)cc1
  i, 2.4
O=C(c1ccc(N2CCN(CCO)CC2)nc1)N1CCOCC1
  i, 0.4
CC(=O)N(C)c1ccc(NC(=O)c2ccco2)cc1
  i, -0.05
O=C(Oc1cc(=O)oc2ccccc12)c1cccnc1Cl
  i, 0.94
CC(C)n1c(=O)[nH][nH]c1=S
  i, -0.38
O=C(Nc1cccnc1)c1ccc(COCC(F)(F)F)cc1
  i, 6.3e-16
CCN1Cc2c(/C=C/c3ccccc3)nc3ccc(OC)cc3c2N(c2cccc(Cl)c2)C1
  i, -13*
O=C(O)COc1ccc2c(-c3ccccc3)cc(=O)oc2c1
  i, 0.64
O=[N+]([O-])c1cccc(-c2nnc3ccc4ccccc4n23)c1
  i, -2.5
O=C(c1ccco1)N(Cc1cccc(F)c1)C1CCS(=O)(=O)C1 (stereo not given)
  i, -1.8
CC(C)(C)NC(=O)C(c1cccs1)N(CC1CCCO1)C(=O)Cn1nnc(-c2cccs2)n1 (stereo not given)
  i, 0
CCOC(=O)N1CCN(Cc2ccccc2F)CC1
  i, 1.6
COCc1nnc(NC(=O)c2ccc(S(=O)(=O)N3CCCC3)cc2)o1
  i, -0.16
CCn1nc(C)c([N+](=O)[O-])c1C(=O)NNC(=O)c1ccccc1Cl
  i, 1
COc1nc(N/N=C/c2cc3c(cc2Br)OCO3)nc(N2CCOCC2)n1
  i, 1.1
N=c1ccn(Cc2ccccc2Cl)cc1
  i, 1
O=C(CSc1nnc2c(n1)[nH]c1ccc(F)cc12)NC1CC1
  i, 1.6
CCOc1ccc(CNC(=O)CCCn2nc(CC)n3c(cc4occc43)c2=O)cc1
  i, -2.5
O=CN1CCN(C(=O)CN2C(=O)c3ccccc3C2=O)CC1
  i, -0.72
CC(C)NC(=O)CN1CCC(O)(c2ccccc2)CC1
  i, 0.6
C=CCc1cccc(/C=N/NC(=O)C(C)Nc2ccc(C)cc2)c1O (stereo not given)
  i, 1.3
Cc1nn(CC(=O)NCCc2ccccc2)c(=O)c2cc3occc3n12
  i, 0.75
CSc1sc(C(=O)NCC2CC2)c2c1S(=O)(=O)N(C)c1ccccc1-2
  i, -0.3
Cc1ccc(NC(=O)c2ccc3c(c2)C(=O)N(CC2CCCO2)C3=O)cc1C (stereo not given)
  i, -0.81
CCOC(=O)C1CCCN(Cc2cc(=O)oc3cc(C)ccc23)C1 (stereo not given)
  i, -1.2
Cc1cc(C(=O)NCc2cccnc2)n(-c2ccccc2)n1
  i, -1.4
C/C(=N\NC(=O)c1ccc(Cl)cc1)c1cccnc1
  i, -2.2
COc1cccc(OCc2cc(C(=O)N(C)Cc3nc4ccccc4[nH]3)no2)c1
  i, -0.13

More structures.
Value order: CHT inh, Kir21 block
Cc1cc(C)cc(NC(=O)Cn2nnc3ccccc3c2=O)c1
  i, 0.01
C=CCCC(=O)Nc1nc(C)c(-c2csc(Nc3ccc(Cl)cc3Cl)n2)s1
  i, 0.54
COc1cc([N+](=O)[O-])ccc1NC(=O)/C=C/C(=O)O
  i, 0.1
Cc1cccc(NC(=S)N2CCC(O)CC2)c1C
  i, -1.5
Cc1ccccc1NC(=O)CCN1CCc2ccccc2C1
  i, 0.55
N#CCSc1nnc(-c2ccccc2O)n1CCc1ccccc1
  i, -0.62
COc1ccccc1/C=C/C(=O)c1cc(Br)ccc1OC(=O)c1ccco1
  i, 0.29
COc1ccc(C(NC(=O)/C=C/c2ccco2)c2ccc(OC)c(OC)c2)cc1OC
  i, -0.86
CC(C)C1CC(c2csc(N)n2)CCO1 (stereo not given)
  i, 0.41
COc1cc2c(cc1OC)C(C(=O)Nc1ccc3c(c1)OCCO3)C(c1cccnc1)N(C)C2=O (stereo not given)
  i, 0.1
Cc1cc(C)c(C#N)c(SCC(=O)c2ccccc2)n1
  i, -0.49
CCOC(=O)C1(Cc2ccccc2)CCN(Cc2cc(OC)c3c(c2)OCO3)CC1
  i, -1.3
CC1(C)NC(=O)N(CC(=O)N2CCC(Cc3ccccc3)CC2)C1=O
  i, 0.35
COc1ccc(-c2cc(C(=O)OCC(=O)N3CCCC3)c3ccccc3n2)cc1
  i, -1.1
CCn1c(=N)n(CC(O)c2cccs2)c2ccccc21 (stereo not given)
  i, -0.16
CCOc1ccc2[nH]c(=O)c(CN(CCO)C(c3nnnn3C3CCCCC3)C(C)C)cc2c1 (stereo not given)
  ·, -0.01
CCOC(=O)C1(C(=O)O)NC(=O)CC1c1ccccc1 (stereo not given)
  i, 1.2
COc1ccc(OC)c(/C=N\NC(=O)c2ccc(=O)n(C)c2)c1
  i, 0
O=C1Nc2c(Br)cc(Br)cc2C1(O)N1CCOCC1 (stereo not given)
  i, -0.49
COc1cccc(C(=O)Nc2cc(Cl)c(O)c(Cl)c2)c1
  i, 1.2
O=C(CN(C(=O)c1csnn1)c1ccc(F)cc1)NCc1ccc2c(c1)OCO2
  i, 0.03
O=C(Cn1cnnn1)Nc1cccc(S(=O)(=O)N2CCCCC2)c1
  i, 0.18
CCSc1oc(-c2cccs2)nc1S(=O)(=O)c1ccccc1
  i, -2.1
CN(C(=S)Nc1ccc(F)cc1)C(c1ccccc1)c1ccccc1
  i, 0.77
COc1ccc(C(C)=O)cc1COc1ccc([N+](=O)[O-])c(C)c1
  i, 0.53
CC(O)C(NS(=O)(=O)c1ccc(Cl)cc1)C(=O)OCC(=O)c1c[nH]c2ccccc12 (stereo not given)
  i, -0.28
CC(C)CCN(C(=O)c1csnn1)C(C(=O)NC1CCCC1)c1ccccc1 (stereo not given)
  i, -2.2
O=C(CN1CCN(Cc2ccccc2Cl)CC1)N/N=C/C=C\c1ccccc1[N+](=O)[O-]
  i, 0.02
CN(C(=O)CCN1CCCO1)C1CCCN(Cc2ccccc2F)C1 (stereo not given)
  i, 0.32
CCN(CC)CCNC(CC(=O)Nc1ccc(Cl)cc1Cl)C(=O)O (stereo not given)
  i, 0.07
Cc1cc(C)c(SCCc2ccncc2)c(C)c1
  i, -1.6
CCOC(=O)/C=C/c1nc(C(=O)OCC)c(C)c(=O)[nH]1
  i, 0.59
FC(F)(F)c1nnc(Nc2ccc(Cl)cc2)s1
  i, -1.4
COc1ccc(N2C(=O)CC(N3CCCC4CCCCC43)C2=O)cc1 (stereo not given)
  i, 0.17
COc1ccc(Cc2nnc(NC(=O)c3cc(OC)cc(OC)c3)s2)cc1
  i, 0.11
O=C(Nc1ccc(CN2CCOCC2)cc1)c1ccc(Br)cc1
  i, -0.06
COc1ccc(Cl)cc1NC(=S)NN1CCOCC1
  i, 0.46
Cc1cc(CN(C)C(=O)c2ccc(OC3CCN(CCc4ccccc4)CC3)cc2)on1
  i, -0.4
CCOc1ccc(OCc2ccc(C(=O)N3N=C(C(F)F)CC3(O)C(F)F)o2)cc1 (stereo not given)
  i, -1.5
CNC(=S)NCCc1ccccc1
  i, 0.08
CCc1cc2c(NCCC(=O)O)nc(C)nc2s1
  i, 3.3
COc1cccc(C(=O)NCCS(=O)(=O)NC2CCCC2)c1
  i, -0.24
Cc1ccc(NC(=O)Nc2ccc3c(c2)OCO3)c(OC(F)F)c1
  i, -0.34
CCN(CC)S(=O)(=O)c1cccc(C(=O)N/N=C(\C)c2cccs2)c1
  i, 2.4
O=C(COc1ccccc1)Nc1nnc(S(=O)(=O)N2CCCC2)s1
  i, -2.1
Cc1cc(C)c2ccc(C)[n+]([O-])c2c1O
  -20*, 0.13
Cc1ccccc1NC(=O)C(=O)NCCc1ccccc1
  i, 0.93
CCc1nnc(NC(=O)CSc2nc3cc4c(cc3cc2CC)OCCO4)s1
  i, -0.17
O=C1c2ccccc2C(=O)N1Cc1cc(Cl)c(O)c([N+](=O)[O-])c1
  i, 2.9
O=C(Nc1nnc(-c2ccc(Cl)cc2)o1)NC1CCCCC1
  i, -0.09
COc1ccc(CCNC(=O)CCc2cc(OC)c(OC)c(OC)c2)cc1OC
  i, -0.75
O=C(OC1CCN(c2ncc(C(F)(F)F)cc2Cl)CC1)c1cccc(C(F)(F)F)c1
  i, 0.01
COc1ccc(C(=O)NCc2nnc(SCC(=O)N3CCOCC3)o2)cc1OC
  i, 0.04
COc1ccc(-c2nnc(CSc3nc4ccccc4c(=O)n3CC3CCCO3)o2)cc1OC (stereo not given)
  -7.4*, 0.12
Cc1cc(C(=O)O)cc(Br)c1N
  i, 0.15
O=C(c1ccc(NS(=O)(=O)c2ccc(F)cc2)cc1)N1CCC1
  i, 1.2
O=C(O)Cn1nnn(-c2ccccc2)c1=S
  i, -0.55
COc1ccc(/C=C2\Sc3ccc(C(=O)NCC4CCCO4)cc3N(C)C2=O)cc1 (stereo not given)
  i, 2.2
Cc1ccc(CN(CC(=O)NCCc2ccccc2)C(=O)c2csnn2)cc1
  i, -0.13
Cc1ccn2c(CNC(C)c3cn(C)nc3C)c(C(=O)N3CCCCCC3)nc2c1 (stereo not given)
  i, 0

4 of the compounds above, comma-delimited.
Structure,CHT inh,Kir21 block
CCN(CC)CCNC(CC(=O)Nc1ccc(Cl)cc1Cl)C(=O)O (stereo not given),i,0.07
Cc1cc(C)c(SCCc2ccncc2)c(C)c1,i,-1.6
CCOC(=O)/C=C/c1nc(C(=O)OCC)c(C)c(=O)[nH]1,i,0.59
FC(F)(F)c1nnc(Nc2ccc(Cl)cc2)s1,i,-1.4

The list goes on:
Value order: CHT inh, Kir21 block
O=C(N/N=C/c1ccc2c(c1)OCO2)c1ccccn1
  i, 0.31
COCCN1CCN(C(=O)c2ccc3oc(CCCc4ccccc4)nc3c2)CC1
  i, 0.01
COc1ccc(N2CC(C(=O)NCc3cccnc3)CC2=O)cc1 (stereo not given)
  i, -2.5
CC1CC(CC(=O)Nc2nc(-c3ccccc3)cs2)C(=O)O1 (stereo not given)
  i, 0.91

3 compounds picked at random from those above, as already listed:
Value order: CHT inh, Kir21 block
CCn1c(=N)n(CC(O)c2cccs2)c2ccccc21 (stereo not given)
  i, -0.16
Cc1cc(C)cc(NC(=O)Cn2nnc3ccccc3c2=O)c1
  i, 0.01
O=C(c1ccc(NS(=O)(=O)c2ccc(F)cc2)cc1)N1CCC1
  i, 1.2
